Assay outcomes (PubChem BioAssay)
DAX1 inh-1 = DAX1 (NR0B1) inhibitors on StAR promoter, primary screen, cell-based, luminescence, SF-1 (NR5A1), full-length DAX-1; inhibition, % at 6.8 µM; HEK293T StAR-luciferase reporter, SF-1/DAX-1 repression relief; AID 652010, 2013; 1.1% of 370,000 active;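 active means inhibition above the mean over all tested compounds plus 3 SD, cut at about 3.6% in these data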;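 further: 0% = DAX-1 cells with DMSO and 100% = cells lacking DAX-1 with DMSO; higher inhibition means more luminescence from relief of DAX-1 repression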
hgDAF12 agonist = H. glycines DAF-12 receptor agonists, primary screen, cell-based, luminescence, HEK293, GAL4 fusion, UAS-luciferase | 1.8% of 370,000 active | AID 687014, 2013 | HEK293 GAL4-hgDAF12 UAS-luciferase reporter, agonist luminescence; normalized to butyrate control | Nuclear hormone receptor DAF-12 (Heterodera glycines), GAL4 fusion | activation, % at 6.8 µM;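 active means activation above a cutoff set at the mean of all screened compounds plus 3 SD, cut at about 10% in these data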;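 further: 0% = DMSO wells and 100% = sodium butyrate wells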
FXN GAA850 act = FXN promoter activators, primary screen, cell-based, luciferase luminescence, HEK293 lucGAA850. HEK293 lucGAA850 FXN promoter luciferase reporter, 24 h; percent of 10 µM SAHA response. activation, % at 6 µM. 0.56% of 360,000 active. AID 540364, 2011;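 active means activation above the average of all compounds screened plus 3 SD, cutoff fixed separately per campaign, cut at about 7.5% in these data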;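 further: 0% = DMSO wells and 100% = 10 µM SAHA wells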
SMARCA2 act = SMARCA2 (BRM) function activators, primary screen, cell-based, luminescence, high throughput | MG213 cells, MMTV-luciferase reporter, dexamethasone, overnight | activation, % at 9.1 µM | 1% of 370,000 active | AID 652017, 2013; in the data active means activation above about 7.8%;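 further: 0% = vehicle wells and 100% = reference activator wells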
ssDAF12 agonist = S. stercoralis DAF-12 nuclear receptor activators, primary screen, cell-based, luminescence, HEK293, GRIP1 co-expression, lit1-tk-luc; Nuclear hormone receptor DAF-12 (Strongyloides stercoralis); HEK293 ssDAF-12/GRIP1 lit1-tk-luc reporter; % of 3 µM dafachronic acid response; activation, % at 6.8 µM; 1% of 370,000 active; AID 652126, 2013;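 active means activation above the mean over all tested compounds plus 3 SD, cut at about 0.9% in these data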;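 further: 0% = DMSO-only wells and 100% = 3 µM delta7-dafachronic acid wells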
DAX1 inh-2 = DAX1 (NR0B1) inhibitors, primary screen, cell-based, HEK293, Gal4-DAX1, luciferase luminescence; AID 504766, 2011; HEK293 Gal4-DAX1 luciferase reporter; 0.99% of 340,000 active; inhibition, % at 6.75 µM;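 active means inhibition above the mean over all tested compounds plus 3 SD, cut at about 4.2% in these data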;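 further: 0% = DAX1-transfected cells with DMSO and 100% = empty-vector control cells with DMSO; inhibition shows as a rise in luminescence from relieved DAX1 repression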
Target sequence (P51843 207-470 limits assumed): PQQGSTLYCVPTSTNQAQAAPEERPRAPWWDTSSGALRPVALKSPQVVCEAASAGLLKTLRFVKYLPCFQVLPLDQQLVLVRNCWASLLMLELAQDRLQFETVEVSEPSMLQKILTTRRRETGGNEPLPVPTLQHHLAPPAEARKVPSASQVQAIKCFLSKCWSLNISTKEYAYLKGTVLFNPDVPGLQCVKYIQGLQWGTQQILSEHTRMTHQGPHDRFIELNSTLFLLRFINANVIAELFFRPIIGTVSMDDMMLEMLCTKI
ADAM10 inh = human ADAM10 inhibitors, primary screen, biochemical, QFRET, HTS | inhibition, % at 7 µM | Disintegrin and metalloproteinase domain-containing protein 10 (Homo sapiens), O14672 | AID 720582, 2013 | recombinant ADAM10, EDANS/DABCYL FRET peptide cleavage, 3 h | 0.62% of 370,000 active;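 active means inhibition above a per-campaign cutoff equal to the mean of compounds falling between control-based bounds plus 3 SD, cut at about 20% in these data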;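 further: 0% = DMSO wells while the 100% control is not disclosed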
sPLA2-III inh = human group III sPLA2 inhibitors, primary screen, biochemical, QFRET, BODIPY PC-A2 liposome substrate; inhibition, % at 12.2 µM; QFRET BODIPY PC-A2 liposome hydrolysis, fluorescence; Group 3 secretory phospholipase A2 (Homo sapiens), Q9NZ20; 0.56% of 370,000 active;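 active means inhibition above mean plus 3 SD of compounds lying within the high and low control bounds, cut at about 19% in these data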;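 further: 0% = median of test compound wells and 100% = no enzyme DMSO wells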
Target sequence (Q9NZ20 whole entry, looked up): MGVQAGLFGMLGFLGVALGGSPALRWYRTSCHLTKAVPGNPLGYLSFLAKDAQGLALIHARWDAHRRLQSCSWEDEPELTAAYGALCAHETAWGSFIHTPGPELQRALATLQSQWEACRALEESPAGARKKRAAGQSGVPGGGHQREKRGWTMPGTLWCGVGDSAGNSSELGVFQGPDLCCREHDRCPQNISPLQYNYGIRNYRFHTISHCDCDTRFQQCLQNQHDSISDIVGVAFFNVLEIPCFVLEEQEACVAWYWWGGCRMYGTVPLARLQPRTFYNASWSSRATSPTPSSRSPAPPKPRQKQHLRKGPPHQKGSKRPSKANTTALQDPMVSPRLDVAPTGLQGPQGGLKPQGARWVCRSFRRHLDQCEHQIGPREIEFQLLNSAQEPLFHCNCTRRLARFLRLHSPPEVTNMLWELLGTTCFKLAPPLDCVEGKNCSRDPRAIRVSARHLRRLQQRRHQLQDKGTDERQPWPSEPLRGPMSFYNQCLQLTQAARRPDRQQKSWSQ
hcDAF-12 act = H. contortus DAF-12 nuclear receptor activators, primary screen, cell-based, luminescence, HEK293, lit1-tk-luc reporter. HEK293 hcDAF-12 lit1-tk-luc reporter; 0% DMSO, 100% Δ7-dafachronic acid. activation, % at 6.8 µM. 1.4% of 370,000 active. AID 652067, 2013;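 active means activation above the mean of all tested compounds plus 3 SD, cut at about 5.5% in these data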;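 further: 100% = response to 3 µM Δ7-dafachronic acid high control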
NPR2 activator = human GC-B receptor activators, primary screen, HEK293 GC-B cells, cGMP TR-FRET, EC30 CNP; AID 1920062, 2024; activation, % at 10 µM; 0.11% of 370,000 active; 0% at EC30 CNP, 100% saturating CNP; Atrial natriuretic peptide receptor 2 (Homo sapiens), P20594;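 active means activation at 10 µM reaching about 35% in either raw or pattern-adjusted values, limit read from the data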
NPR1 activator = GC-A stimulated cGMP production enhancers – HEK293 GC-A cells, cGMP TR-FRET, EC30 ANP, primary screen; AID 1671463, 2021; 0% at EC30 ANP, 100% saturating ANP; activation, % at 10 µM; 0.14% of 370,000 active; in the data active means activation above about 40%
Numbers without * were called inactive; nt = no result given.

SMILES	DAX1 inh-1	hgDAF12 agonist	FXN GAA850 act	SMARCA2 act	ssDAF12 agonist	DAX1 inh-2	ADAM10 inh	sPLA2-III inh	hcDAF-12 act	NPR2 activator	NPR1 activator
Cn1nc(C(C)(C)C)c([N+](=O)[O-])c1C(=O)N1CCCCCC1	-0.3	0.8	-0.2	-2	-1.2	0.4	-5	0	-1.9	8	1
COCCCN(CCNC(=O)c1ccc(NC2=NC3CS(=O)(=O)CC3S2)cc1)Cc1ccco1 (stereo not given)	-0.1	-3.0	2.6	-3	-0.1	0.4	-16	12	-1.4	-4	4
Cc1occc1C(=O)Nc1cccnc1	0.0	-1.2	-0.6	0	-1.3	1.1	-2	2	-0.9	3	4
O=C(COc1ccc([N+](=O)[O-])cc1)N(C1CCCCC1)C1CCS(=O)(=O)C1 (stereo not given)	0.3	-0.8	0.6	-1	-0.8	1.0	2	1	0.9	0	1
O=C(N/N=C/c1ccccc1)c1[nH]ncc1Br	1.9	15*	7.2	4	-0.3	4.2*	-3	-4	1.5	0	4
CC(C)(C)[C@@H]1COC(=O)[C@H](Cc2ccc(F)cc2)C/C=C\C[C@@H](CC(=O)N(CCO)Cc2ccccc2)C(=O)N1	-0.1	0.9	-3.8	0	-1.5	-1.3	7	-12	-2.6	2	0
COc1ccc(/C=C(\NC(=O)c2ccccc2)C(=O)N2CCCCC2)cc1OC	0.1	6.3	1.0	2	-0.9	1.9	0	1	-1.0	-3	-3
CCOc1cc(/C=C2\SC(=N)N(c3nonc3N)C2=O)ccc1OCCN1CCOCC1	-0.6	-0.1	0.3	1	-1.3	-0.8	-6	-23	-0.1	4	4
O=C(CCCc1c[nH]c2ccccc12)NCc1cccs1	-1.7	-1.7	-0.6	-2	-1.4	-0.4	-6	-17	-1.6	-4	-2
COc1cccc(C(=O)N[C@H](C(=O)N2CCC[C@H]2C(=O)NCCc2ccccc2Cl)c2ccccc2)c1	-0.8	-1.8	nt	0	-1.6	nt	-3	-6	0.5	-8	-9
CCOC(=O)c1cccc(P(C)(C)=O)c1	-0.1	0.8	1.7	0	-0.6	-0.1	-3	2	0.0	-1	1
COc1ccc(C)cc1NC(=O)c1cccc(-c2ccc(OC(C)=O)cc2)c1	-0.3	1.1	0.0	-1	-1.1	-1.6	16	-12	-3.4	-1	-1
COc1cc(-c2nc3cnccc3n2C)cc(OC)c1OC	-0.3	-2.6	1.2	-3	-0.9	0.0	0	11	-1.3	6	4
O=C(NNc1cccc(Cl)c1)c1cccnc1Cl	-0.8	-3.1	4.7	0	-1.0	-1.4	-1	-1	0.1	-6	0
Cc1cc(NS(=O)(=O)c2ccc(NC(=O)c3ccc(Cl)cc3[N+](=O)[O-])cc2)no1	-1.1	-1.2	0.1	2	-1.1	-0.3	-8	-22	-1.9	-3	5
CC1CCN(C(=O)CCc2ccc(S(=O)(=O)NC(C)(C)C)cc2)CC1	-0.1	-2.3	-3.7	-4	-1.5	0.5	-2	-3	-0.3	3	-2
C#CCN1C(=O)C2(OCCO2)c2ccccc21	-0.1	-0.7	0.9	0	-1.2	0.4	-1	3	-1.5	1	1
CCOC(=O)C1C(=O)C=C(C)C(C(=O)OCC)C1c1cccc([N+](=O)[O-])c1 (stereo not given)	-0.2	-0.6	-0.8	-1	-0.6	1.6	20*	-18	-2.8	-11	-10
COc1cc(OC)cc(-c2nc3ccccc3c(=O)n2OC(=O)c2ccc(C)c(C)c2)c1	-0.4	2.9	-1.0	-2	-1.6	-2.4	1	-2	0.4	15	0
C/C(=N\NC(=O)OC(C)(C)C)c1cccc([N+](=O)[O-])c1	1.2	6.5	2.3	-3	-0.3	1.2	1	0	4.4	9	-2
CC(=O)Oc1ccccc1C(=O)Oc1ccc(/C=N/n2cnnc2)cc1	0.6	-0.6	-0.6	3	-1.2	0.3	6	2	-0.6	3	-3
O=C1CC(C(=O)O)(c2ccccc2)c2cccc(F)c21 (stereo not given)	0.4	1.2	-0.3	-2	-1.4	-0.5	-5	-10	-2.5	3	0
O=C(NCc1nc(-c2ccc(C(F)(F)F)cc2)no1)c1cccs1	0.5	1.0	-0.6	-2	-0.8	1.9	-1	-3	-0.2	-1	-3
CCCCOC(=O)C1CCC[C@@H](C)N1 (stereo not given in full)	0.1	2.9	0.3	0	-0.8	1.0	-6	6	-0.9	-1	1
Cc1ccc(S(=O)(=O)N(C)Cc2nc(-c3ccccn3)no2)cc1	-0.6	2.6	0.2	-4	-1.2	1.8	-13	14	-0.7	4	-2
CC(=O)NC1(C(F)(F)F)NC(=O)N(CCc2ccccc2)C1=O (stereo not given)	0.3	1.3	0.9	-3	-1.4	-0.1	-4	-1	-1.3	3	2
CCC(=O)N(C)/C=C1\Sc2ccccc2C1=O	1.1	2.4	1.7	0	0.5	0.6	-24	3	3.7	-2	-4
O=C(CCCN1C(=O)/C(=C\c2ccccc2)SC1=S)Nc1ccc(C(=O)O)cc1	0.4	-0.7	-0.5	0	-1.3	1.3	-3	0	-0.4	1	3
Cc1ccccc1Cn1c2ccccc2c2cnn(CC(=O)NCCCN3CCN(C)CC3)c(=O)c21	-0.3	-0.7	0.1	-1	-0.8	0.0	-44	-18	-1.2	2	4
Cc1onc(C(=O)Nc2cccc(C(F)(F)F)c2)c1[N+](=O)[O-]	-0.5	0.7	0.7	2	-0.5	1.6	0	-30	-1.0	0	1
O=C(Nc1ccccc1)c1cccc(N2C(=O)C3C4C=CC(C5CC45)C3C2=O)c1 (stereo not given)	-0.7	-0.4	1.0	-4	-1.3	0.1	5	-5	-3.1	0	4
CCOc1ccc(NC(=O)CNC(=O)c2ccc([N+](=O)[O-])cc2)cc1	-3.7	0.7	-0.1	-1	-1.9	-0.6	1	-2	-0.1	5	2
Cc1ccccc1NC(c1cccc(Cl)c1)c1nnnn1C1CCCCC1 (stereo not given)	0.4	-1.9	-2.7	-1	-1.2	-0.6	7	7	-1.8	-10	-12
NC(=O)CC(NC(=O)Cc1ccc(Br)cc1)c1ccc(NC2CCC2)c([N+](=O)[O-])c1 (stereo not given)	0.0	-4.2	0.6	-1	-1.5	-1.2	-2	4	-1.1	0	-3
CC(=O)c1ccc(NC(=O)[C@@]2(CC(=O)O)CC(/C=C/c3ccccc3)=NO2)cc1	-0.3	-0.8	-0.7	-1	-0.7	0.4	-4	-2	-0.4	-5	0
COc1ccc(COCC(O)CN2CC(C)OC(C)C2)cc1OC (stereo not given)	0.4	-1.4	-1.5	-2	-1.5	2.1	5	9	-0.1	1	-1
Cn1c(=O)c(/C=C/c2ccc(F)cc2)nc2ccccc21	1.1	6.5	5.2	-1	0.4	1.4	-99	0	10.0*	-3	1
C=CCn1c(SCc2nc3ccccc3[nH]2)nnc1-c1ccncc1	1.8	1.4	-2.2	-2	-0.5	0.6	-26	3	2.0	-4	1
CN(C)c1ccc(S(=O)(=O)NCC(=O)NCCC2=CCCCC2)cc1[N+](=O)[O-]	1.9	-1.4	-1.2	3	-1.0	0.5	-5	-35	-1.2	0	-1
CC1CC(C)CN(C(=O)c2cccc(S(=O)(=O)N(C)c3ccccc3)c2)C1 (stereo not given)	-0.3	1.4	0.9	-2	-1.1	-1.4	-8	4	-0.7	5	-6
CN(C)C(=O)c1cccc(-c2cccc(-c3nc(C(=O)NCc4ccccc4)cc4c3[C@H](CCO)N(S(=O)C(C)(C)C)C4)c2)c1 (stereo not given in full)	-1.3	-1.6	nt	-3	-1.1	nt	-5	-15	0.1	-1	1
CCOC(=O)c1[nH]cnc1N=Nc1c(O)ccc2ccccc12	0.2	1.7	0.6	-1	-1.4	-0.9	-1	-6	0.3	38*	36
COc1ccc(CCn2c(=N)c(S(=O)(=O)c3ccc(C)cc3)cc3c(=O)n4ccccc4nc32)cc1	0.0	-1.4	2.5	1	-1.3	-0.7	-156	14	-3.7	-2	-2
Cc1cccn2c(CN(C)CC3CCCCO3)c(C(=O)N3CCCCC3)nc12 (stereo not given)	-0.1	-1.6	2.9	-1	0.3	-0.6	-1	5	4.1	3	-5
CC(C)=C(NC(=O)c1ccccc1)C(=O)NCCCC(=O)O	0.7	0.6	2.0	5	-1.4	0.3	-5	-2	-1.0	-1	4
COc1ccc(C(=O)N/N=C/c2cccc3cccnc23)cc1	-0.7	-2.7	-1.7	0	-1.4	-0.8	-6	-12	-1.9	-10	8
C[C@@H](OC(=O)N1CCCCC1)[C@H]1O[C@]2(C)CCCC[C@H]1O2	0.1	-0.2	0.9	-2	-1.1	0.6	9	-1	0.9	5	-3
CCCCn1nnnc1C(c1cc2ccccc2o1)N1CCN(CCN(C)C)CC1 (stereo not given)	1.0	0.4	nt	-4	-0.5	nt	-19	-1	1.4	-1	-4
CCOC(=O)C1CCN(C2=NC(=O)/C(=C/c3ccc(OC)c(OC)c3)S2)CC1	-0.6	-1.1	4.2	1	-1.6	-2.3	-20	1	-1.3	-1	2
Cc1ccc(S(=O)(=O)N2CCC(CN3C(=O)c4cccc5cccc(c45)C3=O)CC2)cc1	0.0	-0.7	4.1	1	-0.6	-0.7	-7	-3	0.2	1	3
CCN1CCN(c2ncc(C(=O)Nc3cc(Cl)ccc3OC)c3ccccc23)CC1	0.9	1.7	-0.6	3	-0.7	0.8	2	-22	1.5	1	1
COc1ccc(CC(=O)Nc2ccccc2C(=O)N2CCOCC2)cc1	-0.4	0.1	0.7	-3	-0.9	0.3	-3	1	-0.8	1	-1
O=C(Nc1ccc(Cl)cc1)N(Cc1cccnc1)Cc1ccco1	-0.3	0.8	0.3	-3	-1.7	-1.4	-3	2	-0.3	-3	-1
